Assay outcomes from PubChem.
FXIIa inh 1536: factor XIIa (human) inhibition. P00748. purified FXIIa, Boc-QGR-AMC fluorogenic substrate, 2 h. inhibition, % at 5 µM. actives 0.3% (n = 220,000). AID 800; in the data active means inhibition above about 40%;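 further: 0% = enzyme with no compound and 100% = blank without enzyme; many of its hits are not listed in these tables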
14-3-3 Bad inh: disrupts binding of bovine 14-3-3 zeta to phospho-Bad peptide. P63103. TR-FRET 14-3-3zeta/Dy647-pBad peptide displacement, 1 h. inhibition, % at 21.7 µM. actives 0.71% (n = 220,000). AID 781;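 active means inhibition above about 70%, limit read from the data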;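 further: 0% = full 14-3-3 plus peptide FRET controls and 100% = background without 14-3-3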
Mdm2 ligase inh: inhibitors of human Mdm2 E3 ubiquitin ligase | Q00987 | cell-based MDM2 ubiquitination luciferase reporter, 2 h; 0 = plate control, 100 = twice control, blank-subtracted | signal enhancement, % at 5 µM | actives 0.11% (n = 210,000) | AID 1230;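 active means signal enhancement of 30% or more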;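 further: luminescence tracks abundance of the self-degrading MDM2-luciferase fusion protein; higher signal means inhibition of MDM2 E3 ligase activity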
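Test system: mammalian cells stably expressing self-ubiquitinating, self-degrading MDM2 E3–luciferase fusion; Amount: 2000 cells in each well; Medium: DMEM; Schedule: 4 h settle plus 2 h compound, 37 °C; Technique: SteadyLite luciferase luminescence after 15 min room-temperature reagent incubation; Benchmarks: plate control and blank wells.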
Wee1 stabilizer: inhibitors of human Wee1 degradation; P30291; HeLa Luc-Wee1K328M stability, luciferase luminescence; 100% = proteasome inhibitor MG132 effect; reporter increase, % at 5 µM; actives 1.2% (n = 220,000);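 active means activation above the mean of all tested compounds plus 3 SD, set per screening run, cut at about 8.8% in these data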;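 further: cells exposed to compound for 20 h before luminescence read; 0% = DMSO alone and 100% = MG132 at 30 µM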
p97 ATPase inh: human p97 ATPase inhibition | AID 1481 | inhibition, % at 8 µM | recombinant p97 ATPase, Kinase-Glo ATP luminescence, 3 h | actives 0.42% (n = 220,000) | P55072; in the data active means inhibition above about 15%;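 further: 0% = DMSO vehicle and 100% = wells lacking enzyme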
Target sequence (P55072 whole entry, looked up): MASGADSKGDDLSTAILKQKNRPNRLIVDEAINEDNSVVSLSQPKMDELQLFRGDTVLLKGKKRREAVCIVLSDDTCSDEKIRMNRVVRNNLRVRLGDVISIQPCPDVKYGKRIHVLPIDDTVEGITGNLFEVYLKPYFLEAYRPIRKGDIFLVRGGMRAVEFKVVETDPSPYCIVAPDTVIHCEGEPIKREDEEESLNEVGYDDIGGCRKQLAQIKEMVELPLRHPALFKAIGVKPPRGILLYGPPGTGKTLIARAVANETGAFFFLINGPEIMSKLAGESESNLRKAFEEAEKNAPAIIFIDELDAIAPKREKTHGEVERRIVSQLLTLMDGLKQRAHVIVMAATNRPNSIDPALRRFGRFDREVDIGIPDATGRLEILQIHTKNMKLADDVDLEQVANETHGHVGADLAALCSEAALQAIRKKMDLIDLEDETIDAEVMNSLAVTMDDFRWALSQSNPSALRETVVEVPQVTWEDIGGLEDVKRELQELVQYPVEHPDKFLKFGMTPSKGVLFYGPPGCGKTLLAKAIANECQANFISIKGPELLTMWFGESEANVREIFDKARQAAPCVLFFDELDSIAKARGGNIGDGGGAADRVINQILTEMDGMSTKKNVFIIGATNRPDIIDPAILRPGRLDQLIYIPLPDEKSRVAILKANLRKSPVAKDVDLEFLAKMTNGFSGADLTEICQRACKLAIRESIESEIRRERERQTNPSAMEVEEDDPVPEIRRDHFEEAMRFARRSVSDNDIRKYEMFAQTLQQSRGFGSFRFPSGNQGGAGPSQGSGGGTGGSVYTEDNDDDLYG
KLK5 inh: blocks human kallikrein 5 protease activity; AID 873; actives 0.59% (n = 210,000); Q9Y337; recombinant hK5, fluorogenic AMC substrate cleavage; inhibition, % at 5 µM;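 active means inhibition of 40% or more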;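 further: 0% = enzyme controls without compound and 100% = no-enzyme blanks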
Target sequence (Q9Y337 67-293 limits assumed): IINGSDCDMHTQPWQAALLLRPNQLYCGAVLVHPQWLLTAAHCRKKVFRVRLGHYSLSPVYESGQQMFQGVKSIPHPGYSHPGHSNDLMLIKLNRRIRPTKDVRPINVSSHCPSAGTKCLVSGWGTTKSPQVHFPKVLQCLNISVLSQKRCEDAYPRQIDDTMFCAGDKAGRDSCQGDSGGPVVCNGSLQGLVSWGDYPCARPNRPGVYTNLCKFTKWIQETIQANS
FXIa inh: factor XIa (human) inhibition. P03951. purified FXIa, Boc-Glu-Ala-Arg-AMC fluorogenic substrate. inhibition, % at 5 µM. actives 0.14% (n = 220,000). AID 798;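 active means inhibition of at least 40%; inactive means inhibition below 40%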;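 further: fluorescence of freed AMC excited at 355 nm; 0% = enzyme without compound and 100% = no enzyme blank; many of its hits are not listed in these tables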
eIF4E 4G PPI: eIF4E/eIF4G interaction inhibition in translation initiation; TR-FRET eIF4E-eIF4GI(517-606) binding, 2 h; inhibition, % at 21.7 µM; actives 0.37% (n = 220,000); AID 782;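 active means inhibition above about 30%, limit read from the data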;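 further: 0% = full FRET control wells and 100% = background wells lacking eIF4GI fragment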
Rad51 HR inh: blocks human Rad51 in homologous recombination | Q06609 | hRad51 DNA strand exchange, fluorescence dequenching | inhibition, % at 10 µM | actives 0.085% (n = 200,000);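 active means inhibition above 40% at the single screening dose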;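 further: 0% = DMSO control wells and 100% = blanks with heterologous ssDNA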
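Test system: preformed human Rad51 ssDNA filaments; also added: Donor/quencher-labelled 47-bp dsDNA substrate; doses: 10 µM final, single point; times: 37 °C 15-min filament assembly, 30-min compound preincubation, 15-min exchange; detection: FRET fluorescence dequenching, excitation 485 nm, emission 520 nm; read-out basis: Fluorescence-based percent inhibition, control- and blank-normalised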
* marks the source's active call; other numbers are inactive results; . = not tested or not shown; [ ] = another dose, or the depositor's remark.

Start of the data: the first two entries (preview)
Value order: FXIIa inh 1536 | 14-3-3 Bad inh | Mdm2 ligase inh | Wee1 stabilizer | p97 ATPase inh | KLK5 inh | FXIa inh | eIF4E 4G PPI | Rad51 HR inh
O=C(CN1C(=O)CSc2ccccc21)NC1CCCC1
→ 17 | 4 | -6 | 1 | -7 | -10 | 3 | 3[fluorescence artefact?] | .
Cc1oc(=O)c(NC(=O)c2ccccc2)cc1C(N)=O
→ 6 | -3 | -24 | -3 | 4 | 0 | -1 | 2 | -12

This part in full, from the first entry:
Value order: FXIIa inh 1536 | 14-3-3 Bad inh | Mdm2 ligase inh | Wee1 stabilizer | p97 ATPase inh | KLK5 inh | FXIa inh | eIF4E 4G PPI | Rad51 HR inh
O=C(CN1C(=O)CSc2ccccc21)NC1CCCC1
→ 17 | 4 | -6 | 1 | -7 | -10 | 3 | 3[fluorescence artefact?] | .
Cc1oc(=O)c(NC(=O)c2ccccc2)cc1C(N)=O
→ 6 | -3 | -24 | -3 | 4 | 0 | -1 | 2 | -12
COc1ccccc1N1CCN(C(=O)C2CCN(S(=O)(=O)c3ccc(F)cc3)CC2)CC1
→ 12 | -7 | -9 | . | . | -13 | 8 | 2 | 1
CN(C)S(=O)(=O)c1ccc(Cl)c(NC(=O)CN2CCN(Cc3ccc4c(c3)OCO4)CC2)c1
→ 8 | -4 | -4 | -2 | -2 | 1 | -2 | 0 | 6
CC(C)(C)n1nc2c(c1NC(=O)c1ccccc1F)CS(=O)C2 (stereo not drawn)
→ 12 | 5 | -50 | -2 | 2 | -2 | 3 | 1 | -2
Nc1ccc(Nc2nc(-c3cc4ccccc4oc3=O)cs2)cc1
→ 10 | 6 | -3 | -5 | 10 | 4 | 1 | 7 | 4
CCCSC(=S)c1c(C)[nH]n(-c2ccccc2)c1=O
→ 10 | 1 | -12 | -1 | 8 | 2 | 17 | -1 | 25
CC(NC(=O)CSc1nc2c(cc1C#N)CN(C)CC2)c1ccccc1 (stereo not drawn)
→ 4 | 52 | -7 | 0 | 2 | -5 | -2 | -3[fluorescence artefact?] | 0
Brc1cc2c(cc1/C=N/Nc1nc(N3CCCCC3)nc(N3CCCCC3)n1)OCO2
→ 3 | 12 | -12 | 14* | -3 | 1 | -6 | 3 | -5
O=C(NN=C1CCC(=NNC(=O)c2ccccn2)CC1)c1ccccn1
→ 6 | -5 | -10 | 6 | 2 | -1 | 2 | 3 | -2
Cc1ccc(S(=O)(=O)N2CCC(=O)N(C(COCc3ccc(C(F)(F)F)cc3)C(C)C)CC2)cc1 (stereo not drawn)
→ 9 | 4 | . | -3 | -5 | -7 | 5 | 3 | -1
N/C(=N\OC(=O)Cc1ccccc1)c1ccncc1
→ 7 | -6 | -6 | 1 | 5 | 5 | 0 | 0 | 3
COc1ccc(-n2c3c(cc(C#N)c2=O)C(=O)CCC3)cc1
→ 3 | 4 | -11 | -1 | 5 | . | -2 | 5 | .
Nc1ccc2nn(-c3cccc4ccccc34)nc2c1
→ 2 | -17[fluorescence artefact?] | -2 | 0 | 10 | 3 | -3 | 14[fluorescence artefact?] | 1
CC1(C)CC(=O)C(/C=N/n2c(C(F)(F)F)nc3ccccc3c2=O)=C(O)C1
→ 15 | 15 | -9 | -1 | -2 | -15 | 3 | 7 | -5
CCn1c(SCC(=O)N(C)C2CCS(=O)(=O)C2)nnc1-c1ccccc1 (stereo not drawn)
→ 4 | -16 | -10 | -3 | 2 | -7 | -5 | -4 | 24
COc1ccc(COC(=O)N/N=C(\C)CC(=O)Nc2ccc(Cl)cc2)cc1
→ 6 | -19 | 2 | -2 | 1 | -20 | -1 | 15 | 6
CCNc1nc(NCC)nc(N/N=C/c2ccc(O)c(OC)c2)n1
→ 11 | -4 | -10 | -3 | 6 | 1 | 4 | 7 | 6
CCCOCC(O)CC(Cc1ccccc1)C(=O)NN (stereo not drawn)
→ 4 | 1 | -3 | -1 | -5 | -3 | -5 | -3 | 0
CCOC(=O)CSc1nc(C)c(C(C)=O)cc1C#N
→ 3 | -7 | -2 | -2 | 1 | -4 | -7 | 4[fluorescence artefact?] | -3
Cc1ccc(Cc2cnc(N3C(=N)SC(c4ccccc4)C3=O)s2)cc1 (stereo not drawn)
→ 7 | -11[fluorescence artefact?] | -16 | -1 | 2 | -16 | 12 | 6 | 10
Cc1cccc(Cn2c(N(C)Cc3ccccc3)nc3c2c(=O)[nH]c(=O)n3C)c1
→ 13 | -3 | -6 | -1 | -2 | -9 | 2 | 2 | -1
Cc1cc(NC(=S)N(Cc2cccc(Br)c2)CC2CCC(C(=O)O)CC2)ccc1Cl (stereo not drawn)
→ 13 | -2 | -22 | -2 | -6 | . | 13 | 5 | .
O=C1c2ccccc2N2C(=O)c3ccccc3C2N1O (stereo not drawn)
→ 13 | -4 | -16 | -3 | 0 | -5 | 1 | 5 | -3
Cc1ccccc1N(CC(=O)O)S(C)(=O)=O
→ 12 | -7 | -10 | -2 | -2 | 1 | 0 | -1 | -4
CC(C)CN(C(=O)CN1CCCCCC1)c1c(N)n(CC(C)C)c(=O)[nH]c1=O
→ 3 | -6 | -19 | 4 | 2 | -1 | -6 | -2 | 2
CCO[C@H]1OC(C(=O)N2CCOCC2)=C[C@@H](c2coc3ccccc3c2=O)[C@@H]1CCCO
→ 12 | -5 | . | 2 | 1 | 2 | -1 | 3 | -2
CCCCOCCCNC(=O)CCCOc1ccccc1
→ 8 | 12 | 5 | 0 | -3 | -10 | 0 | -1 | -2
COc1cc(CN2CCNC(=O)C2CC(=O)N2CCCO2)cc(OC)c1 (stereo not drawn)
→ 4 | -13 | -1 | 0 | 3 | -3 | -3 | 4 | -1
C=CCSc1nnc(-c2nnc(SCC=C)n2-c2ccccc2)n1-c1ccccc1
→ 7 | 3 | -9 | -3 | -5 | 12 | -9 | -7 | 6

Reformatted: results already given
compound	FXIIa inh 1536	14-3-3 Bad inh	Mdm2 ligase inh	Wee1 stabilizer	p97 ATPase inh	KLK5 inh	FXIa inh	eIF4E 4G PPI	Rad51 HR inh
Nc1ccc2nn(-c3cccc4ccccc34)nc2c1	2	-17[fluorescence artefact?]	-2	0	10	3	-3	14[fluorescence artefact?]	1
CC1(C)CC(=O)C(/C=N/n2c(C(F)(F)F)nc3ccccc3c2=O)=C(O)C1	15	15	-9	-1	-2	-15	3	7	-5
CCn1c(SCC(=O)N(C)C2CCS(=O)(=O)C2)nnc1-c1ccccc1 (stereo not drawn)	4	-16	-10	-3	2	-7	-5	-4	24
COc1ccc(COC(=O)N/N=C(\C)CC(=O)Nc2ccc(Cl)cc2)cc1	6	-19	2	-2	1	-20	-1	15	6
CCNc1nc(NCC)nc(N/N=C/c2ccc(O)c(OC)c2)n1	11	-4	-10	-3	6	1	4	7	6
CCCOCC(O)CC(Cc1ccccc1)C(=O)NN (stereo not drawn)	4	1	-3	-1	-5	-3	-5	-3	0
CCOC(=O)CSc1nc(C)c(C(C)=O)cc1C#N	3	-7	-2	-2	1	-4	-7	4[fluorescence artefact?]	-3
Cc1ccc(Cc2cnc(N3C(=N)SC(c4ccccc4)C3=O)s2)cc1 (stereo not drawn)	7	-11[fluorescence artefact?]	-16	-1	2	-16	12	6	10
Cc1cccc(Cn2c(N(C)Cc3ccccc3)nc3c2c(=O)[nH]c(=O)n3C)c1	13	-3	-6	-1	-2	-9	2	2	-1
Cc1cc(NC(=S)N(Cc2cccc(Br)c2)CC2CCC(C(=O)O)CC2)ccc1Cl (stereo not drawn)	13	-2	-22	-2	-6	.	13	5	.
O=C1c2ccccc2N2C(=O)c3ccccc3C2N1O (stereo not drawn)	13	-4	-16	-3	0	-5	1	5	-3
Cc1ccccc1N(CC(=O)O)S(C)(=O)=O	12	-7	-10	-2	-2	1	0	-1	-4
CC(C)CN(C(=O)CN1CCCCCC1)c1c(N)n(CC(C)C)c(=O)[nH]c1=O	3	-6	-19	4	2	-1	-6	-2	2
CCO[C@H]1OC(C(=O)N2CCOCC2)=C[C@@H](c2coc3ccccc3c2=O)[C@@H]1CCCO	12	-5	.	2	1	2	-1	3	-2

The list continues.
Value order: FXIIa inh 1536 | 14-3-3 Bad inh | Mdm2 ligase inh | Wee1 stabilizer | p97 ATPase inh | KLK5 inh | FXIa inh | eIF4E 4G PPI | Rad51 HR inh
COc1ccc2[nH]cc(/C=N/NS(=O)(=O)c3ccc(C)cc3)c2c1
→ 7 | -9 | -11 | 4 | 4 | 0 | 0 | -7 | .
COc1cc(OC)c(OC)cc1CN1CCN(c2ccccc2OC)CC1
→ -21 | 24 | -13 | -1 | 1 | 0 | -11 | 3 | 14
COc1ccc(S(=O)(=O)NC(CC(=O)O)c2ccco2)cc1 (stereo not drawn)
→ 9 | 3[fluorescence artefact?] | -2 | 0 | 4 | -12 | 3 | 2 | .
COC(=O)c1cc(C#N)c(Oc2cccc(C)c2C)nc1C
→ -3 | -20 | -3 | -2 | -4 | 2 | 7 | -1 | .
O=C(Cc1c(Cl)cccc1Cl)Nc1cccnc1
→ 8 | -2 | -22 | 3 | -1 | 20 | -1 | -2 | 1
CCN(CC(=O)NCc1cccs1)C(=O)c1ccc(S(=O)(=O)N(C)C)cc1
→ 6 | -5 | -16 | 0 | 0 | -1 | -2 | -2 | -7
Cc1cccc2cc(CN(CC3CCCO3)C(=S)Nc3ccccc3)c(=O)[nH]c12 (stereo not drawn)
→ 23 | -18 | -12 | 3 | 0 | -14 | 21 | -4[fluorescence artefact?] | .
NS(=O)(=O)c1ccc(CCNC(=O)CSc2ccsc2[N+](=O)[O-])cc1
→ 1 | -7 | -3 | 2 | 9 | -10 | -4 | 9 | 13
Cc1ccc(C(=O)c2cnc3ccccc3c2-c2ccccc2)cc1
→ 19 | 1 | -5 | 1 | -3 | -8 | 0 | -5 | 1
CCn1c(COc2c(C)cccc2C)nnc1SCc1nc2ccccc2c(=O)[nH]1
→ 3 | -1 | -3 | 0 | -1 | -2 | -2 | 1 | -3
CC1CCc2c(c3ccccc3[nH]c2=O)O1 (stereo not drawn)
→ -12 | 17 | -3 | 8 | -5 | -4 | -7 | -9 | -9
COC(=O)c1ccc(N=Cc2c(C(F)(F)F)[nH]n(C)c2=O)cc1
→ 6 | 4 | -6 | 0 | -2 | 6 | -2 | 0 | -11
Nc1ccc(-c2nc3ccc(C(=O)O)cc3s2)cc1
→ -88 | 10 | -93 | -6 | 3 | -89 | -30 | 0 | -7
Cc1cccc(C)c1N1CCN(C(=O)Cn2cncn2)CC1
→ 6 | -5 | -6 | -2 | 2 | -20 | -1 | -2 | 4
